# mHtt clearance – clearance of mutant huntingtin inclusions, primary screen, imaging, HeLa Exon1htt(103Q)mCFP, confocal imaging. inhibition, % at 1.5 µM. aggregate imaging; zero = plate's median compound well. AID 853, 2007. actives 0.42% (n = 47,000);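 active = inhibition of aggregate fluorescence above about 70%, also judged a hit by eye on the cell image, limit read from the data, passing the limit was not always enough; inconclusive = no rule stated for this call; inactive = not judged a hit on image review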;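 note: cells exposed to compound for three days before fixation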
# mHtt clearance grain fraction – second read-out of mHtt clearance, no call of its own (marks repeat the call); fraction fluorescence in grains; measured here: aggregate grain fluorescence fraction; active compounds read low;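 scaled fraction of total cell fluorescence in grains with unit not stated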
# * = called active by the depositor; ? = inconclusive; . = no result given. The list is partial. The share of hits here may be higher or lower than overall.
SMILES,mHtt clearance,mHtt clearance grain fraction
CN(c1cc(=O)n2ccccc2n1)C1CCCCC1,-73.3,49.6
CCNc1nc(NCC)nc(C(=O)OCCO)n1,13.9,31.8
COCCNC(=O)c1nn2cccnc2c1Cl,-3.5,20.2
CCCCCCNC(=O)CCNC(=O)c1cc(OC)c(OC)c(OC)c1,27.3,24.8
CCN(C1CCS(=O)(=O)C1)S(=O)(=O)c1cccs1 (stereo unspecified),-8.8,23
O=C(NCc1ccccn1)C1CCC(=O)N1C1CCCCC1 (stereo unspecified),-150.4,103
COc1ccc(NC(=O)C2CCCCN2N)cc1OC (stereo unspecified),48.6,9.4
CCOC(=O)CN1CC23C=CC(O2)C(C(=O)Nc2ccc(OCC)cc2)C3C1=O (stereo unspecified),-321.8,141
Cc1cc(C(=O)CSc2ccc(F)cc2)cc(C)c1OC(=S)N(C)C,-17.4,24.9
Cc1c(Br)cc(C(=O)N2CCN(CCO)CC2)c(C)c1C,43.5,11.2
CCOc1ccc(NC(=O)Nc2cc(C)ccc2OC)cc1,-52.3,30.7
COc1ccc(CCNC(=O)CSc2nc3ccccc3o2)cc1,-7.7,22.1
CN(C)C(=O)CSc1nc2ccccc2n1CC(=O)N1CCN(c2ccccc2)CC1,-32.7,52.7
COc1cccc(N2C(=O)CC(N3CCc4ccccc43)C2=O)c1 (stereo unspecified),18.3,32.3
COc1ccc(NC(=O)C2CCCN2S(=O)(=O)c2ccc(F)cc2)cc1 (stereo unspecified),10.1,46.8
CCSc1nc(C2CC2)cc(-c2cccs2)c1C#N,-131.7,52.3
CC(C)C(NC(=O)OCc1ccccc1)C(=O)NCC(=O)OC(C)(C)C (stereo unspecified),40.7,13.1
CCC(=O)NC(C)C(c1cccs1)N1CCN(Cc2ccccc2)CC1 (stereo unspecified),-29.7,67.5
Cc1cc(C)nc(N2CCCC(C(=O)NCCC3=CCCCC3)C2)n1 (stereo unspecified),1.9,38.5
CCc1c(C(=O)Nc2nnc(C3CC3)s2)csc1C,-31.6,60.9
CCOc1ccccc1N1CCN(Cc2ccc(Br)s2)CC1,20.1,13.9
CCCCNC(=O)NS(=O)(=O)c1ccc(NS(=O)(=O)c2ccccc2)cc1,18.5,36.4
CC(C)(C)n1nnnc1C(c1cccc(C(F)(F)F)c1)N1CCOCC1 (stereo unspecified),-37.5,46.9
CCCC(=O)Nc1ccc(NC(=O)C23CC4CC(CC(C4)C2)C3)cn1,-44.8,58
O=C1CC(C(=O)Nc2ccc(Br)cc2)C2(CCCC2)O1 (stereo unspecified),6.6,19
COC(=O)C1=C(C)NC(C)=C(C(=O)OC)C1C1CC=CCC1 (stereo unspecified),19.9,14.4
O=C(CCc1ccc(S(=O)(=O)N2CCOCC2)cc1)OCc1nc2ccccc2s1,23.5,26.5
Cc1ccc(CN(Cc2cccnc2)C(=O)CN2C(=O)COc3ccccc32)o1,19.4,27.4
COc1ccc(CCC(=O)N2CCN(S(=O)(=O)c3ccc4ccccc4c3)CC2)cc1,-22.3,48.3
O=C(Nc1ccccc1-c1ccccc1)c1cccc([N+](=O)[O-])c1,27.6,15.5
CCOC(=O)C1(CC)NC(c2cccc(F)c2)C2C(=O)N(CC)C(=O)C21 (stereo unspecified),48.4,8.49
CCc1nnc(NC(=O)C2CCN(S(=O)(=O)Cc3ccccc3)CC2)s1,56.3,9.23
COC(=O)c1ccc(N2C(=O)CC(N(C)CCc3ccc(OC)c(OC)c3)C2=O)cc1 (stereo unspecified),-34.3,27.2
O=C(CN(Cc1ccco1)C(=O)c1ccccc1)Nc1ccc(Cl)c(Cl)c1,-18.2,34.6
O=C(COc1ccc(Cl)cc1Cl)NCCCn1ccnc1,18.7,35.2
COC(=O)C1C(=O)CC(C)(O)C(C(=O)OC)C1/C=C/c1ccccc1 (stereo unspecified),-10.6,40.7
COc1ccc(-c2csc(NC(=O)Cn3nc(C)cc3C)n2)cc1,-3.9,38.2
Cc1ccc(NC(=O)/C(=C/c2cccc([N+](=O)[O-])c2)NC(=O)C2CCCCC2)c(C)c1,22.8,27.6
COc1cccc(CNc2cnc3ccccc3c2)c1O,39.0,10.7
CCCOC(=O)C1C2C=C[C@]3(CN(CCc4ccccc4)C(=O)[C@H]13)O2 (stereo partly specified),54.4,17.4

# Reformatted with each value named: part of the list above.
O=C(CN(Cc1ccco1)C(=O)c1ccccc1)Nc1ccc(Cl)c(Cl)c1
  mHtt clearance: -18.2
  mHtt clearance grain fraction: 34.6

COc1cccc(CNc2cnc3ccccc3c2)c1O
  mHtt clearance: 39.0
  mHtt clearance grain fraction: 10.7

CCOc1ccccc1N1CCN(Cc2ccc(Br)s2)CC1
  mHtt clearance: 20.1
  mHtt clearance grain fraction: 13.9

COCCNC(=O)c1nn2cccnc2c1Cl
  mHtt clearance: -3.5
  mHtt clearance grain fraction: 20.2

# Next section.
SMILES,mHtt clearance,mHtt clearance grain fraction
O=C1c2ccncc2C(=O)N1Cc1cccc(Cl)c1,?,.
Cn1c(=O)oc2cc(S(=O)(=O)N3CCC4(CC3)OCCO4)ccc21,8.2,40.4
COc1ccc(-c2csc(Cc3nnc4n3CCCCC4)n2)cc1,5.3,18.6
COc1cc(OC)c(C(=O)COc2ncnc3ccccc23)c(OC)c1,-84.8,71
Cc1cc(C)nc(SCCn2c(N3CCCCC3)nc3c2c(=O)n(C)c(=O)n3C)n1,-6.1,25.1
CCN(CC)C(=O)CSc1nc(O)cc(=O)n1C,-20.5,23.2
CCOC(=O)C1CCN(C(=O)CCc2c(C)nc3c(-c4ccc(F)cc4)c(C)nn3c2C)CC1,-13.6,51.2
OCCNc1nc(SCc2ccccc2)nc2sc3c(c12)CCC3,-36.6,52.9
O=C(CSC1=NCCS1)Nc1nc(-c2ccccc2)cs1,-11.3,43.6
COc1n[nH]c2nncnc12,8.1,20.1
CC(C)C(NS(=O)(=O)c1ccc2c(c1)oc(=O)n2C)C(=O)N1CCN(Cc2ccccc2)CC1 (stereo unspecified),11.6,46
COC(=O)CSc1nc2cc(C)cc(C)c2cc1C#N,21.5,30.1
CCCC(=O)c1c(C)c2ccccc2n1C,-34.8,27.3
Cc1cccc(C2CC(c3ccc(Br)cc3)Nc3nc(N)nn32)c1 (stereo unspecified),-5.7,55
CCCn1nc(C(=O)N2CC(=O)Nc3ccccc32)c2ccccc2c1=O,4.0,29.5
CCOC(=O)[C@@H]1CCNC[C@@H]1c1ccccc1,58.9,16.1
C#CCOc1ccc(Br)cc1/C=N/O,-17.5,27.4
COC(=O)c1[nH]c2ccc(Br)cc2c1NC(=O)CN1CCN(C2CCCCC2)CC1,-58.1,32.4
Clc1ccc(SCCCCn2ccnc2)cc1,8.5,17
CC(C)c1ccc(NC(=O)C2CC(=O)N(C(C)C)C2)cc1 (stereo unspecified),-55.5,31.9

# Among those listed so far, two contain a furan ring, fused or not:
SMILES,mHtt clearance,mHtt clearance grain fraction
Cc1ccc(CN(Cc2cccnc2)C(=O)CN2C(=O)COc3ccccc32)o1,19.4,27.4
O=C(CN(Cc1ccco1)C(=O)c1ccccc1)Nc1ccc(Cl)c(Cl)c1,-18.2,34.6

# Continuation.
SMILES,mHtt clearance,mHtt clearance grain fraction
O=C(Cn1cc2c(n1)CCCC2)NCc1cccs1,-23.6,55.7
O=c1ccnc(Sc2ncccc2[N+](=O)[O-])[nH]1,27.6,12.9
Cc1ccc(Oc2ncccc2/C=N/OCc2ccc(Cl)cc2Cl)cc1,-50.2,46.8
CCOc1ccc(NC(=O)c2cccnc2C(=O)O)cc1,20.7,31.8
CC(=O)n1nc2nc(C)cc(C)c2c1N,13.5,34.7
COc1cc(C2=NOC(C(=O)NCc3ccc(F)cc3)C2)cc(OC)c1OC (stereo unspecified),-217.3,58.5
O=C1c2ccccc2C(=O)N1CCCn1c(=O)oc2ccccc21,-27.8,22.4
CC(C)Cn1c(N)c(C(=O)COC(=O)C2=COCCO2)c(=O)n(C)c1=O,-39.1,26.6
COCCNC(=O)C(C)OC(=O)c1nsc(Cl)c1Cl (stereo unspecified),27.0,14.2
Cn1c(=O)c(=O)n(C)c2cc(S(=O)(=O)Nc3ccc4c(c3)OCCO4)ccc21,-42.1,62.8
CCCCn1ccnc1C(=O)c1ccc(S(=O)(=O)N(CCOC)CCOC)cc1,-34.7,27.2
COc1ccc(C(O)C(CN2CCOCC2)c2ccccc2)cc1F (stereo unspecified),5.4,17.6
CCC(c1nnnn1Cc1ccco1)N(CCN1CCOCC1)Cc1cc2cc(C)ccc2[nH]c1=O (stereo unspecified),21.1,25.8
COc1ccc(OC)c(NC(=O)C2CCN(c3ncccn3)CC2)c1,-35.0,46.5
O=c1nc2ccccc2c(NS(=O)(=O)c2ccc(Cl)cc2)n1-c1ccccc1,20.5,23.3
COc1cccc(C(C(=O)NC2CCCC2)N(Cc2ccc(C)cc2)C(=O)c2ccco2)c1OC (stereo unspecified),-28.4,23.4
CCN(CC)c1ccc(C2C(C(=O)OCCOC)=C(C)NC3=C2C(=O)CC(C)(C)C3)cc1 (stereo unspecified),-4.5,38.5
COc1ccc(C(C)n2c(C)c3c(C)nnc(C)c3c2C)cc1 (stereo unspecified),-22.8,46.2
O=C(C(c1ccccc1)c1ccccc1)N(Cc1ccco1)C1CCS(=O)(=O)C1 (stereo unspecified),30.9,23.4
N#Cc1c(-c2ccccc2)nc(-c2ccccc2)nc1N1CCOCC1,-23.5,46.9
Cc1noc(C)c1S(=O)(=O)N(CC(=O)NCc1ccc(Cl)cc1)c1ccc2c(c1)OCO2,-14.5,55.3
O=C(Nc1ccc(N2CCN(c3ccc(O)cc3)CC2)cc1)Oc1ccccc1,47.7,10.3
Cc1cc2ccccn2c1C(=O)c1ccc(Cl)cc1,25.9,29.4
O=C(Nc1ccc(Cl)c(C(F)(F)F)c1)C1CCCN(S(=O)(=O)c2cnc[nH]2)C1 (stereo unspecified),17.2,17.2
O=P(O)(CCc1ccncc1)CN1CCCCC1,-80.9,80.8
COc1cccc(N(CC(=O)Nc2cccc(F)c2)S(C)(=O)=O)c1,12.2,31.9
Cc1cccc(NC(=O)CSc2nnc(Cn3cnc4ccccc43)o2)c1,-85.3,34.8
COc1ccc(C2C(C(=O)Nc3ccccc3)=C(C)N=C3SCC(=O)N32)cc1 (stereo unspecified),-27.6,25.5
Cc1nc2nc[nH]n2c(=O)c1NC(=O)CC12CC3CC(CC(C3)C1)C2,12.2,33
O=C(NC(c1ccccc1)c1ccccc1)C1CCCN(S(=O)(=O)c2cnc[nH]2)C1 (stereo unspecified),11.2,43
COC(=O)CSc1nnc(-c2ccc(OC)cc2OC)o1,-17.9,23.7
O=C(CC(c1ccccc1)c1cc(Br)ccc1O)NCCN1CCOCC1 (stereo unspecified),-11.2,19.8
CCN(CC)c1ccc(C2C3CCCCC3(O)CCN2CC(=O)Nc2ccccc2)cc1 (stereo unspecified),-48.1,30.3
N#Cc1cc2c(nc1SCC(=O)N1CCCCC1)CCCC2,2.1,18.7
O=[N+]([O-])c1ccc(Cl)cc1Sc1cccc2cccnc12,-12.0,21.5
N#C/C(=C/c1cc(Br)cs1)C(=O)NCC1CCCO1 (stereo unspecified),3.6,21.3
COc1ccccc1N1CCN(C(=O)CCCn2c(=O)[nH]c3ccsc3c2=O)CC1,-175.5,88.8
O=C(c1ccco1)N1CCN(C(c2ccc(F)cc2)c2nnnn2CC2CCCO2)CC1 (stereo unspecified),-46.0,52.7
O=C(CCC(=O)N1CCN(S(=O)(=O)c2ccccc2)CC1)c1cccs1,-53.2,25.2
O=C(CSCc1ccc(Cl)cc1)NCC1CCCO1 (stereo unspecified),59.1,16

# Copied from the listing, 2 compounds:
SMILES,mHtt clearance,mHtt clearance grain fraction
O=C(CCC(=O)N1CCN(S(=O)(=O)c2ccccc2)CC1)c1cccs1,-53.2,25.2
O=C(CSCc1ccc(Cl)cc1)NCC1CCCO1 (stereo unspecified),59.1,16

# More entries.
SMILES,mHtt clearance,mHtt clearance grain fraction
O=C(NCc1cccnc1)c1ccc(CS(=O)(=O)c2ccc(Br)cc2)o1,22.9,37.3
O=C1C(NS(=O)(=O)c2cccs2)=C(N2CCN(c3cccc(C(F)(F)F)c3)CC2)C(=O)c2ccccc21,15.4,17.3
Clc1ccccc1-c1nnc2sc(-c3ccco3)nn12,-36.6,47.9
CCn1cc(C(=O)NCCN(C)CCc2ccccc2)c(=O)c2cc(S(=O)(=O)N(C)C)ccc21,-21.6,24.8
O=C(Nc1cccc(Cl)c1)OCc1cnc(Cl)s1,2.6,36.8
O=C(Cn1c(=O)n(CCCCC(=O)NC2CCCC2)c(=O)c2ccccc21)NCCC1=CCCCC1,-39.7,40.9
Cc1nc(CSc2nnc3scc(-c4ccc(Cl)cc4)n23)cs1,5.5,18.2
CC(=O)Nc1nonc1C(=O)N1CCC(C)CC1,-1.2,20.4
O=C(Cn1cc(C(=O)C2CC2)c2ccccc21)NCc1ccccc1,30.6,13.4
CCOC(=O)Cc1csc(NC(=O)CSc2nnc(C(C)C)n2CC)n1,-38.5,25.5
C=CCNc1oc(-c2ccc(OC)cc2)nc1C#N,23.7,14.3
N#CC1(Nc2ccccc2)C(=O)Nc2ccccc21 (stereo unspecified),16.4,14.9
Cc1ccc(C(C(=O)NC2CCCC2)N(C(=O)CCC(=O)Nc2cc(C)on2)c2ccccc2)cc1 (stereo unspecified),2.4,17.9
O=C(CCc1nc(-c2cccs2)no1)NCc1ccc(F)cc1Cl,-60.1,83.4
O=C1c2cccnc2C(=O)N1C1CCCCC1,58.3,15.4
CC1CN(Cc2nc3c(c(=O)n(C)c(=O)n3C)n2CCN2CCOCC2)CC(C)O1 (stereo unspecified),4.3,35.1
CN1CCN(CCC(=O)Nc2cccc(F)c2)CC1,-18.6,22.7
COc1cccc(-n2cnc3scc(-c4cccs4)c3c2=O)c1,4.0,17.5
CCCS(=O)(=O)N1CCC(C(=O)NC2CCCCC2C)CC1 (stereo unspecified),-66.1,67.4
CCc1nnc(NC(=O)CSc2nnc(-c3ccco3)n2CC)s1,15.1,18.2
CC(C)(C)c1cc(C(=O)N2CCN(c3ncccn3)CC2)ccn1,36.3,11.4
Cc1ccc(NC(=O)Cn2nc(C)cc2C)cc1,24.9,25.9
Cn1c(-c2ccco2)nc2cc3ccccc3cc21,-31.3,44.9
